Redox H2O2 prof: compounds producing H2O2 with reducing agent – biochemical, NIH compound library profiling, artefact control for MLSCN library redox annotation, primary screen; DTT-dependent redox cycling H2O2, phenol red/HRP absorbance; 100% = 100 µM peroxide control, 0% = buffer; activation, % at 10 µM; 0.03% of 200,000 active; AID 878, 2007;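 active = activation of at least 50% relative to the plate's high and low controls in the primary single-dose screen; inactive = activation below 50%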;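 also: compound incubated with DTT at 0.8 mM final as the reducing agent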
APP 5'UTR act: activators of APP 5'UTR luciferase reporter, primary screen, SH-SY5Y cells | SH-SY5Y APP 5'UTR luciferase reporter, luminescence; zero percent = DMSO vehicle wells | 1% of 190,000 active | activation, % at 2 µM | AID 1276, 2008;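 active = activation above a set limit, based on mean plus 3 SD of controls, cut at about 140% in these data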; also: values of inactives mirror those of a sister screen read the other way
HMGR II inh: inhibitors of E. faecalis class II HMGR, primary screen, biochemical, Enterococcus faecalis; purified E. faecalis HMGR, NADPH absorbance 340 nm kinetic; inhibition, % at 10 µM; 0.41% of 190,000 active; AID 1066, 2008;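 active = inhibition above a set limit, the median over all tested compounds plus 3 SD, cut at about 9.5% in these data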;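 also: enzyme runs in reverse so mevalonate oxidation gives rising NADPH absorbance; 0% = complete reaction with DMSO and 100% = background rate lacking mevalonate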
STAT1 blocker: STAT1 signaling inhibitors, primary screen, cell-based, HTS, luciferase reporter; NIH 3T3 STAT1-luciferase reporter, IFN-gamma, luminescence; inhibition, % at 5.5 µM; 0.35% of 200,000 active; AID 920, 2007;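 active = inhibition above a set limit, the mean inhibition across all tested compounds plus 3 SD, cut at about 34% in these data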;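 also: 0% = IFN-gamma with DMSO and 100% = IFN-gamma with 300 µM nifuroxazide; values of inactives mirror those of a sister screen read the other way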
STAT1 activator: STAT1 signaling activators, primary screen, cell-based, HTS, luciferase reporter; NIH 3T3 STAT1-luciferase reporter, IFN-gamma, luminescence; 100% = IFN-gamma alone, no compound; activation (% of control), % at 5.5 µM; 2.6% of 200,000 active;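 active = activation above the screen-wide mean activation plus 3 SD, cut at about 130% in these data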;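 also: raw ratio to IFN-gamma control signal so 100% means no change and 0% no light; values of inactives mirror those of a sister screen read the other way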
STAT3 act: IL-6 driven STAT3 reporter potentiators, primary screen, U3A cells, luciferase, luminescence, MLSCN library; IL-6 STAT3-luciferase reporter; 100% = signal with IL-6 EC80 alone; 0.91% of 190,000 active; activation (% of control), % at 5.6 µM; AID 871, 2007;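 active = activation above the screen-wide mean of compound activation plus 3 SD, cut at about 130% in these data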;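 also: 0% = background luminescence of wells with medium and substrate only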
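Detection: reporter luminescence signal / Assay system: STAT1-lacking human U3A cells, STAT3 luciferase reporter / Incubation: compound pre-incubation 1 h before IL-6, then 6 h stimulation at 37 °C / Control set: IL-6-only high control / Read-out: % activation relative to IL-6 control / Probe or stimulus: Interleukin-6, 33 ng/mL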
TLR4-MyD88 BLA: inhibitors of TLR4-MyD88 association in cells, primary screen, cell-based, HeLa CL3-4, BLA complementation, FRET ratio; inhibition, % at 8.4 µM; HeLa CL3-4 TLR4/MyD88 BLA complementation; 0.18% of 200,000 active; in the data active = inhibition above about 25%;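 also: 0% = vehicle and 100% = reference inhibitor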
Target sequence (O00206 whole entry, looked up): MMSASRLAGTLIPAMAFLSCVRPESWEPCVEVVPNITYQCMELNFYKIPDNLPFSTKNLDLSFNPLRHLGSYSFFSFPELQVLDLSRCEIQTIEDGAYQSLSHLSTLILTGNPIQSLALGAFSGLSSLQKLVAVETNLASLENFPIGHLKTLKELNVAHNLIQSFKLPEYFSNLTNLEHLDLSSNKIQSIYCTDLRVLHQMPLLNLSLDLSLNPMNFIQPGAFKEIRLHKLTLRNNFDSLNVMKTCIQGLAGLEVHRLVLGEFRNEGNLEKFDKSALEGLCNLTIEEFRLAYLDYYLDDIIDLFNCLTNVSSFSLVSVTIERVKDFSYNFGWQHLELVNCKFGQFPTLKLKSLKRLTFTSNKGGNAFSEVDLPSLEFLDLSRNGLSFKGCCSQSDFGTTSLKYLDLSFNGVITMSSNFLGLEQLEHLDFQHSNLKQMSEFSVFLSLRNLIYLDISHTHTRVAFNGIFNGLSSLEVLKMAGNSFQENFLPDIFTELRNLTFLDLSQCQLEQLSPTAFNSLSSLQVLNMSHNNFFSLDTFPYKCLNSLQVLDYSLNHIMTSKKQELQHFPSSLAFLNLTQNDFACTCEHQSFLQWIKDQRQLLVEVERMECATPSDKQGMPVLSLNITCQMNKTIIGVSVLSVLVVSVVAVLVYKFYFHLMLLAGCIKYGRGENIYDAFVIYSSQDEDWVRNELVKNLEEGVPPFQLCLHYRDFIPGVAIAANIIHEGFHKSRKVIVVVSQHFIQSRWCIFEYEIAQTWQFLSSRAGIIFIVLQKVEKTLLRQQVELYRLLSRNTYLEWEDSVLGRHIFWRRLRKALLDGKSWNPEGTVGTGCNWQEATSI
Target sequence (Q99836 whole entry, looked up): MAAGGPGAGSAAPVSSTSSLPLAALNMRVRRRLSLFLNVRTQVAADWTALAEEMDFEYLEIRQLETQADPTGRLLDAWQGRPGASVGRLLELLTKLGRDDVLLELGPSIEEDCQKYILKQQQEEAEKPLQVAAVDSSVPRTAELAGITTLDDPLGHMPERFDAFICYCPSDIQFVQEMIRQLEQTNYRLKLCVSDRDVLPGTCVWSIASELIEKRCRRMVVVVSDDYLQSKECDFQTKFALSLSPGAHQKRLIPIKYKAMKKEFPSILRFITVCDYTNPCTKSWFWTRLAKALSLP
NF-kB neuron act: activators of NF-kB expression in neurons, primary screen, cell-based, HTS. human neuronal cells, NF-kB reporter expression; active compounds read high. fold change at 12.5 µM. 1.6% of 190,000 active. AID 1239, 2008; in the data active = fold change above about 3.3
Hsp70 activator: Hsp70 transcriptional activators, primary screen, cell-based, HeLa, Hsp70 promoter luciferase, luminescence, 10 µM; HeLa Hsp70 promoter luciferase reporter; scaled: vehicle 0, proteasome-inhibitor control 100%; activation, % at 10 µM; 0.04% of 200,000 active; AID 1203, 2008;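 active = activation above the mean across all tested compounds plus 3 SD, cutoff set per campaign, cut at about 5.5% in these data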;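 also: 100% = MG132 at 30 µM as the positive control and 0% = DMSO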
STAT3 blocker: IL-6 driven STAT3 reporter inhibitors, primary screen, U3A cells, luciferase, luminescence, MLSCN library; IL-6 STAT3-luciferase reporter; host cell line lacks STAT1; inhibition, % at 5.5 µM; 0.89% of 190,000 active; AID 862, 2007;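 active = inhibition above the mean inhibition across all screened compounds plus 3 SD, cut at about 44% in these data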;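 also: 0% = DMSO only wells and 100% = 100 µM nifuroxazide control wells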
An asterisk follows results filed as active; · = not tested or not shown. An unsorted share of the library; overall some 5.6% were active at least once.

SMILES	Redox H2O2 prof	APP 5'UTR act	HMGR II inh	STAT1 blocker	STAT1 activator	STAT3 act	TLR4-MyD88 BLA	NF-kB neuron act	Hsp70 activator	STAT3 blocker
CC(=O)Nc1ccc(N(C(=O)Cc2c[nH]c3ccccc23)C(C(=O)NC2CCCCC2)c2ccco2)cc1 (configuration not stated)	0.6	-6.3	-7.4	-10.0	108.9	95.6	3.1	0.83	-0.1	2.8
COc1ccc(NC(=S)Nc2cccc3cnccc23)cc1	0.9	-7.7	-3.1	8.6	92.3	123.0	-6.2	0.87	1.4	-24.3
O=C(O)c1ccc(CS(=O)c2cccc(C(F)(F)F)c2)o1 (configuration not stated)	0.1	-10.2	0.3	-1.0	100.9	91.8	-0.5	1.03	-0.3	18.3
CCCSc1nnc(NC(=O)Cc2ccc(OC)c(OC)c2)s1	-0.1	3.9	-7.2	-1.6	101.4	104.7	9.4	0.92	-0.3	-0.5
Cc1cc(C(=O)Nc2ccc(OCc3ccccc3)cc2)c(C)o1	0.4	29.9	1.0	-31.9	125.6	93.5	1.2	1.06	-0.1	12.4
Cc1ccc2c(Cl)cc(Cl)c(OCC(=O)O)c2n1	-0.2	-4.5	0.2	-2.9	103.0	98.7	-1.9	1.1	1.0	9.8
CC(Oc1ncnc2ccccc12)C(=O)Nc1cccc(S(=O)(=O)N2CCOCC2)c1 (configuration not stated)	-0.4	-7.1	-7.2	5.8	94.9	85.9	-8.6	1	-0.4	15.2
CCN(C(=O)COC(=O)c1cc(-c2ccccc2)nc2c1c(C)nn2-c1ccccc1)C1CCS(=O)(=O)C1 (configuration not stated)	-1.0	1.4	-3.9	17.5	85.5	97.6	-3.1	1.02	-0.3	0.6
CCC1CSC(Nc2ccc(C(=O)/C=C/c3cccc(C)c3)cc2)=N1 (configuration not stated)	1.7	-5.0	-0.1	-3.3	103.0	100.0	-1.1	1.02	-0.2	-4.4
Cc1ccc(S(=O)(=O)Oc2ccccc2/C=C2\SC(=O)NC2=O)cc1	-0.7	17.1	-2.1	7.0	91.6	98.3	15.5	1.2	0.0	5.4
CC(=O)N1CCN(c2nc(CC(C)C)c3c(c2C#N)CCC3)CC1	-2.8	1.1	-5.3	1.6	98.6	108.8	-1.2	0.9	-0.2	-5.4
COc1ccc(NC(=O)COC(=O)c2ccc(NS(=O)(=O)/C=C/c3ccccc3)cc2)cc1	-0.2	-2.3	-2.6	8.7	92.3	98.5	-1.8	1.12	-0.5	5.6
Cc1ccc(OCC(=O)N2CCCCC2)c(Br)c1	2.9	7.0	-3.7	-20.9	119.3	109.0	-2.0	1.89	-0.1	-6.6
O=C(COc1c(Br)cc(Br)c2cccnc12)N1CCc2ccccc2C1	0.3	11.0	-0.6	-2.9	102.7	105.2	-3.6	1.21	-0.6	1.1
CCOc1cc(N2CCOCC2)c(OCC)cc1NC(=O)CN1CCCC1	0.1	10.5	0.6	3.3	97.0	103.4	15.3	1.09	-0.1	-0.8
COc1ccccc1N1CCN(C(=O)Nc2ccc(F)c(Cl)c2)CC1	-0.9	12.2	-3.4	-5.1	102.9	91.9	-9.8	1.14	-0.1	14.1
Nn1c(Cc2cccc3ccccc23)n[nH]c1=S	-0.5	5.2	-0.1	-0.7	99.1	92.6	3.0	1.26	-0.2	10.9
S=C(Nc1ccccc1Cl)NC1CCC(NC(=S)Nc2ccccc2Cl)CC1 (configuration not stated)	1.7	16.4	-1.5	-8.0	105.1	100.4	-2.6	0.81	0.0	5.2
Cc1cc(C)nc(-n2nc(C)cc2NC(=O)CN2CCCC(C)C2)n1 (configuration not stated)	0.0	-7.6	-2.8	3.5	96.8	97.2	2.8	0.82	-0.2	7.2
CC(C)CC(=O)NC(=S)N(Cc1ccccc1)Cc1ccccc1	-0.1	8.8	3.3	10.0	91.1	102.3	-10.4	1.05	-0.3	-0.1
N#Cc1c(Cl)c(Cl)c2nnc(-c3ccc(Br)cc3)n2c1Cl	-4.8	-0.6	1.1	8.5	92.2	154.2*	-3.3	1.18	-0.2	-53.9
O=C(Nc1ccccc1)c1ccn[nH]1	2.2	80.1	1.5	-42.2	138.5*	96.8	-3.9	3.39*	0.3	8.1
CCn1c(C)c2c(C)nnc(C)c2c1C	0.9	11.1	-2.1	-3.1	102.8	100.0	-17.8	1.11	-0.4	4.3
CC(=O)OC1CCC2(C)C(COc3ccc4ccc(=O)oc4c3)C(C)(O)CCC2C1(C)C (configuration not stated)	-3.6	10.8	-5.9	-7.2	106.5	115.7	-4.6	0.94	-0.6	-9.8
O=C1/C(=C\c2ccc(O)c(O)c2)C(c2ccccc2)=NN1c1ccccc1	-0.2	9.2	-2.8	-6.6	104.7	98.8	0.7	0.99	-0.2	2.8
(list continues)
SMILES	Redox H2O2 prof	APP 5'UTR act	HMGR II inh	STAT1 blocker	STAT1 activator	STAT3 act	TLR4-MyD88 BLA	NF-kB neuron act	Hsp70 activator	STAT3 blocker
CCC(c1nnnn1CCOC)N1CCN(Cc2ccccc2OC)CC1 (configuration not stated)	0.7	-3.6	-9.1	0.1	99.9	101.5	-16.4	1.17	0.1	8.1
COCCn1c(C)cc(C2=NNC(=Nc3ccccc3F)SC2)c1C	0.5	-52.4	-1.9	72.9*	32.5	22.5	3.1	0.27	-0.4	94.2*
COc1ccc(CN2C(=O)CN(C3CCCCCC3)C(=O)C2c2ccc(OC)c(OC)c2)cc1 (configuration not stated)	1.4	4.9	3.2	0.2	99.8	98.5	-2.8	0.89	-0.3	10.5
Cn1c(=O)c2cc(S(=O)(=O)NC(C(=O)NCc3ccccn3)c3ccccc3)ccc2n(C)c1=O (configuration not stated)	-0.3	8.1	2.5	-5.1	104.6	103.3	-12.2	1.1	-0.1	5.1
Cc1ccccc1C(=O)OC1OC(=O)C(Cl)=C1N1CCOCC1 (configuration not stated)	0.3	6.2	-0.6	-2.6	102.3	102.0	-10.3	1.4	-0.3	-5.0
O=C(O)c1ccccc1C(=O)NNc1ccc(F)cc1F	-1.1	32.4	0.6	-3.6	102.2	102.2	-6.5	1.19	0.0	1.0
Cc1nn(C)cc1CNC(=O)c1ccccc1Br	1.4	-13.2	-3.3	1.9	98.3	94.9	11.4	1.06	0.3	9.8
CCCNS(=O)(=O)c1ccc(OC)c(Cl)c1Cl	0.1	-4.5	1.2	5.2	95.2	98.5	4.4	1.03	0.1	1.9
O=C(c1ccc(Cl)c(Cl)c1)N(Cc1ccco1)c1ccc(O)cc1	-2.7	-10.6	-3.6	0.3	99.8	96.7	-3.6	1.14	-0.3	3.4
Cc1ccc(C)c(OCC(=O)Nc2ccc(S(=O)(=O)Nc3ccccn3)cc2)c1	-0.1	3.6	-6.8	-6.1	105.4	105.1	5.7	1	-0.1	-3.4
Cc1ccc2c(c1)CCCN2C(=O)c1cc2ccccc2oc1=O	0.1	-0.2	-3.7	2.0	98.2	92.7	-1.7	1.17	-0.2	13.9
Cc1ccc(NC(=O)N(Cc2nc3ccccc3c(=O)[nH]2)Cc2cccs2)cc1	0.4	-21.8	1.6	-7.8	106.9	101.5	-9.9	0.75	-0.2	0.5
COC(=O)c1cc(NS(=O)(=O)c2ccc(N3CCOCC3)c([N+](=O)[O-])c2)cc(C(=O)OC)c1	-0.8	-3.0	-2.0	-1.1	101.0	106.1	-6.0	1.27	-0.2	2.1
COc1ccc(NC(=O)CSc2nc(-c3ccc(C)cc3)cc(C(F)(F)F)c2C#N)cc1	-4.0	2.1	-1.9	-6.9	106.2	121.6	-15.8	0.97	-0.5	-16.2
Cc1ccc2nc(-c3ccc(NC(=O)CN(C)S(=O)(=O)c4ccccc4)cc3)sc2c1	-1.6	189.6*	-0.4	-2.0	101.5	61.8	-3.1	1.58	-0.1	49.8*
COC(=O)c1ccc(NC(=O)c2ccc(F)cc2)o1	1.5	-2.2	0.5	1.6	98.5	79.8	-2.9	1.42	-0.5	29.9
Cc1ccc(CN2CCN(C(=O)C3CCC3)CC2)cc1	0.0	4.3	-5.8	-0.7	100.7	96.5	9.6	1.09	-0.1	7.8
CC1CCN(C(=S)c2ccccc2O)CC1	0.2	7.1	-5.0	-0.8	100.7	128.8	-25.1	1.07	-0.4	-30.3
Cc1ccc2sc(NNC(=O)c3cc(=O)c4ccccc4o3)nc2c1C	3.7	11.3	-4.1	-4.8	103.1	·	-2.4	1.44	0.0	·
Oc1ccccc1C1=Nc2nc3ccccc3n2C(c2ccccc2)C1 (configuration not stated)	0.8	126.6	-1.2	-15.3	114.1	94.0	3.0	1.96	0.0	10.5
O=C1CCC/C(=N/NC(=O)c2ccc(CN3c4cccc5cccc(c45)S3(=O)=O)cc2)C1	-0.4	-0.1	0.3	13.7	87.8	95.3	-6.2	1.11	-0.2	3.3
CCn1ncc(C2=NOC(C(=O)Nc3c(C)nn(Cc4ccc(F)cc4)c3C)C2)c1C (configuration not stated)	-1.9	-15.4	1.4	3.6	96.7	81.1	1.9	0.91	-0.3	27.9
CCc1nc(OCc2ccccc2)c2sc3nc4c(cc3c2n1)COC(C)(C)C4	0.1	-6.3	0.5	-5.0	108.3	96.3	-10.9	1.19	-0.4	5.6
COc1ccc(N2CC(O)=C(c3nc(-c4ccc(F)cc4)cs3)C2=N)cc1OC	-1.7	-2.5	-0.4	-3.6	102.0	96.9	4.5	0.98	-0.2	10.2
O=C(OC1CCOC1=O)c1cc(-c2cccs2)nc2ccccc12 (configuration not stated)	-0.6	22.0	3.4	-1.0	101.6	105.8	2.2	1.04	-0.1	-6.5
CCOC(=O)C1CCCN(C(=O)c2ccc(OC)c([N+](=O)[O-])c2)C1 (configuration not stated)	-0.2	-5.0	1.6	-4.4	103.9	98.8	2.1	0.99	-0.3	1.7
CCOCCCNC(=O)CCCC1=NS(=O)(=O)c2ccccc2N1	-0.2	-4.1	-6.1	-1.9	101.7	119.0	-12.4	1.13	-0.4	-11.5
